# Vif-APOBEC3F blk: blocks the Vif interaction with APOBEC3F; HeLa A3F-eYFP + Vif (tagged APOBEC3F with the HIV-1 protein that degrades it), YFP fluorescence increase; Potency, µM (titrated, usually from 46.1 µM), inactives show top-dose activity, negative = active; 390,000 tested, 0.2% active; AID 602313; note: % of control where 0% means no effect; nearly all actives have a fitted effect of over 65% in size
#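 Fluorescence increase (Ex 488/Em 500-530) after overnight compound treatment at 37 deg C flags inhibition of Vif-driven A3F-eYFP loss in stable HeLa A3F-eYFP/Vif cells seeded overnight beforehand.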
# GRP78 ERSR act: ER stress response induction in glioma; U87-MG GRP78 promoter luciferase reporter, 16 h; Potency, µM, inactives show at the top dose activation, actives largely listed as activators; 420,000 tested, 0.02% active; note: series mostly up to about 76 µM; % of control where 0% means no effect; nearly all actives have a fitted effect of over 35% in size
#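 ERSR induction read as luciferase luminescence (Bright-Glo, 10 min at room temperature) in stably transfected human U87-MG glioma cells exposed to compounds for 16 h, using GRP78 as sensor.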
# Vif-A3G inh: inhibitors of Vif-APOBEC3G interaction; Q9HC16; HeLa A3G-eYFP + Vif (tagged APOBEC3G with the HIV-1 protein that degrades it), YFP fluorescence, overnight; Potency, µM (top dose mostly 46.1 µM), for inactives: at the top dose activity, negative = active, hits mostly inhibitors; 410,000 tested, 0.076% active; AID 602310;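 note: % is set by controls: 0 for no effect and ±100 for the full control effect; nearly all actives have a fitted effect of over 60% in size; hits raise eYFP signal because A3G escapes Vif-driven loss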
# Target sequence (Q9HC16 whole entry, looked up): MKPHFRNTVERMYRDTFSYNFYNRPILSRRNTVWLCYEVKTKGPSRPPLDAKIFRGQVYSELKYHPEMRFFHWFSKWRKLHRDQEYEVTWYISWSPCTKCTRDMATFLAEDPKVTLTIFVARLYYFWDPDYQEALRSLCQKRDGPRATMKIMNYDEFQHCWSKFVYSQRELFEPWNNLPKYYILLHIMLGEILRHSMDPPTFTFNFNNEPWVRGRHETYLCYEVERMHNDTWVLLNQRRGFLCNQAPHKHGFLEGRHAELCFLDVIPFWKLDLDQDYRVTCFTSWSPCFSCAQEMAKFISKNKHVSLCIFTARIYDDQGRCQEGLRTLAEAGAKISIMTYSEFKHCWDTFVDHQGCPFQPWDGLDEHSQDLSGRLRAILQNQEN
#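 Read-out is eYFP fluorescence (Ex 488/Em 500-530) from Vif-expressing HeLa A3G-eYFP cells; more signal means A3G escaped Vif-mediated degradation. Cells plated overnight, compound pinned in, incubated overnight at 37 deg C.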
# Starred values were filed as active, the others as inactive; ? = inconclusive; & = joins results of further samples. Calls come from the whole dose curve; as a rule, active = well fitted curve in the direction sought with a large enough effect; inconclusive = small, poorly fitted or top-dose-only effect, or another doubt; inactive = no such curve, though single readings can be large; an effect the other way counts as inactive or inconclusive. Potency is the fitted concentration of half-maximal effect. This is a subset; count on the stated rates, not on these rows.
no.	SMILES	Vif-APOBEC3F blk	GRP78 ERSR act	Vif-A3G inh
1	COc1ccc(OC)c(C(=O)N(C[C@H]2CC[C@@H]([C@@H]3CC[C@H](CO)O3)O2)C(C(=O)NC(C)(C)C)c2ccc(-c3ccccc3)cc2)c1 (stereo partly specified)	3%	-2%	-1%
2	Cc1csc(NC(C)c2nc3cc(Cl)c(Cl)cc3n2CCCO)n1 (stereo unspecified)	-7%	-5%	-10%
3	COc1ccc(CNC(=O)C2(CC3CC(c4ccccc4)=NO3)CCNCC2)cc1 (stereo unspecified)	-14%	-3%	-5%
4	COC(=O)CN1C(=O)[C@H]2[C@@H](/C=C/c3ccccc3)N3C(=O)CN(Cc4ccccn4)C(=O)[C@@]3(Cc3ccccc3)[C@H]2C1=O	-5%	-2%	2%
5	CC(C)N(C(=O)[C@H]1C[C@H](CC(=O)NCc2cccc(C(F)(F)F)c2)C(=O)N2CCc3c([nH]c4cc(-c5ccco5)ccc34)[C@]12C)C(C)C	-13%	5%	-8%
6	Cc1ccccc1S(=O)(=O)N1[C@@H](c2ccc(Br)cc2)C(C(=O)O)=CC[C@H]1c1ccc(Cl)cc1	-4%	0%	-11%
7	CC[C@@H]1C/C=C\Cc2ccccc2[C@@H](C(=O)C[C@@H](O)CC(C)=O)OC1=O	7%	-3%	0%
8	Cc1ccc(S(=O)(=O)N2CCN(S(=O)(=O)c3ccccc3Br)CC2)cc1	-4%	0%	3%

no.	SMILES	Vif-APOBEC3F blk	GRP78 ERSR act	Vif-A3G inh
9	COCCNc1nc(C)cc(-c2cc(C(=O)Nc3ccccc3)on2)n1	-5%	-2%	1%
10	CCCC[C@@H]1C=C(C(=O)O)[C@H](c2ccc(CC)cc2)N1S(=O)(=O)c1ccc(C)cc1	2%	-1%	-5%
11	CC[C@]12c3[nH]c4ccc(OC)cc4c3CCN1C(=O)C(CC(=O)NCCCOC)C[C@@H]2C(=O)N1CCN(C(=O)c2ccco2)CC1 (stereo partly specified)	-1%	2%	-1%
12	CCN(C[C@H]1N[C@@](C)(C(=O)OC)[C@H]2C(=O)N(Cc3ccccc3)C(=O)[C@@H]12)C(=O)Nc1ccccc1	6%	-1%	2%
13	CC(C)(C)NC(=O)C(c1ccc(-c2ccccc2)cc1)N(C[C@H]1CC[C@@H]([C@@H]2CC[C@H](CO)O2)O1)C(=O)c1cccc(Cl)c1 (stereo partly specified)	-2%	-1%	-8%
14	CCN1C(=O)N[C@@H](CCc2ccccc2)[C@H](C(C)=O)[C@H]1C	-4%	-3%	3%
15	CCCCCCC[C@@H](C/C=C/CCC(=O)N(C)C/C(=C/Cl)C/C(=C\C(=O)N1C[C@H](O)CC1=O)OC)OC	-3%	-9%	-1%
16	CCCCCCCCN1N=N[C@H]2[C@H]1[C@@H]1C[C@H]2N(C(=O)OC(C)(C)C)O1	2%	0%	0%

no.	SMILES	Vif-APOBEC3F blk	GRP78 ERSR act	Vif-A3G inh
17	Fc1ccc2cc(-c3ccsc3)ncc2c1	-6%	6%	-7%
18	C=C[C@H](CC(C)C)N(Cc1ccccc1)S(=O)(=O)N(Cc1ccccc1)[C@@H](C=C)CC(C)C	5%	1%&0%	2%&1%
19	CN(C)CCCNC(=O)C[C@H]1C[C@H](C(=O)N2CCCCC2)[C@@]2(C)c3[nH]c4ccc(Cl)cc4c3CCN2C1=O	5%	-2%	2%
20	O=C1CCC[C@@H]2C[C@@]3(C[C@@H]4CCN1[C@H]24)Nc1cc([N+](=O)[O-])ccc1NC3=NC1CCCCC1	-13%	-2%&-3%	-8%&-5%
21	CN(C(=O)c1ccc(NC(=O)Cc2cccc(NC(=O)C3CCN(C(=O)C4CCCCC4)CC3)c2)cc1)C1CC1	7%	7%	-2%
22	CC[C@@]1(C(=O)OC)N[C@H](CN(C)S(=O)(=O)c2ccccc2)[C@@H]2C(=O)N(C)C(=O)[C@@H]21	7%	-1%	-2%
23	CC(C)C[C@@H](CN)NC(=O)c1nc[nH]c1C(=O)N[C@@H](CC(=O)O)C(=O)CNC[C@H](C)NC(=O)c1nc[nH]c1C(=O)N[C@@H](CC(=O)O)C(=O)O	7%	-3%	2%
24	CC[C@]1(C(=O)OC)[C@H]2C(=O)N(Cc3ccccc3)C(=O)[C@H]2[C@H]2CN=C(SCC3CC3)N21	0%	-4%	0%

no.	SMILES	Vif-APOBEC3F blk	GRP78 ERSR act	Vif-A3G inh
25	O=C(NCc1cccc(Br)c1)C1CC(c2ccc(C(F)(F)F)cc2)=NO1 (stereo unspecified)	-1%	4%	-1%
26	COc1ccc(C2=CC(=O)CCC2)cc1	1%	3%	1%
27	C[C@H](CO)N1C[C@H](C)[C@@H](CN(C)Cc2ccc3c(c2)OCO3)Oc2c(NS(=O)(=O)c3cn(C)cn3)cccc2C1=O	8%	-4%	-9%
28	COC(C[C@@H](O)C[C@@H](O)[C@H](C)OCc1ccccc1)OC	-1%	-3%	2%
29	O=C(NC1CC1)C1Nc2ccc(OC(F)(F)F)cc2C2C=CCC12 (stereo unspecified)	-1%	-3%	2%
30	COc1ccc(NC(=O)Nc2ccc3c(c2)C(=O)N([C@H](C)CO)C[C@H](C)[C@@H](CN(C)S(C)(=O)=O)O3)cc1	0%	-3%	-3%
31	CCOC(=O)C1=C(CCc2ccccc2)NC(=O)NC1c1ccc(C#N)cc1 (stereo unspecified)	1%	-4%	-4%
32	COc1cc(OC)cc(-c2sc3ccc(OC)cc3c2C#CCO)c1	2%	1%	-21%

no.	SMILES	Vif-APOBEC3F blk	GRP78 ERSR act	Vif-A3G inh
33	C=CCN([C@H](C(=O)OC)C(C)C)S(=O)(=O)CCNCc1ccccc1	-4%	1%&-3%	-3%&0%
34	O=S1(=O)c2ccc(Br)cc2N2CCC[C@@H]2CN1C1CC1	3%	-3%	0%
35	O=C1N[C@@H](Cc2ccccc2)COC(=O)[C@H](Cc2ccc(F)cc2)C/C=C\C[C@H]1CC(=O)N(CCO)Cc1ccccc1	4%	-2%	-6%
36	O=C(Cc1ccc(NC(=O)C2CCCN(C(=O)C3CCC3)C2)cc1)Nc1ccc(C(=O)N2CCOCC2)cc1 (stereo unspecified)	0%	-3%	-6%
37	Cc1cc(O)c2c(c1)C(=O)[C@@]13Oc4c5c(c(O)c6c(O)cc(C)cc46)C(=O)C[C@H](O)[C@H]5[C@@H]1[C@@H](O)CC(=O)C3=C2O	-3%	-2%	-1%
38	N[C@@H](Cc1ccc(O)c(O)c1)C(=O)O	3%	-1%&-3%&-4%&-1%	-3%
39	COc1ccc(C2=Nn3c(nnc3-c3ccccc3OC)SC2)cc1OCC1CC1	-3%	-7%	0%
40	CC(C)=CCC12Oc3cc(O)ccc3C1(O)Oc1cc3c(c(O)c1C2=O)C=CC(C)(C)O3 (stereo unspecified)	6%	2%	-1%

# Every second line gives: Vif-APOBEC3F blk, GRP78 ERSR act, Vif-A3G inh
41. CCC(CO)Oc1cc(NCc2ccc(F)cc2)c2ncn(C(C)C)c2c1 (stereo unspecified)
→ -4%, -4%, -9%
42. C#CCOCCOCCOCCNc1nc(N2CCN(C(=O)C([C@@H](C)CC)n3cc(C(N)COC(=O)C(F)(F)F)nn3)CC2)nc(N2CCN(C(=O)[C@H](CCC(=O)O)n3cc(C(N)CC(C)C)nn3)CC2)n1 (stereo partly specified)
→ 9%, -3%, 0%
43. COC(=O)C1=C(C(=O)OC)[C@@H]2N(Cc3ccccc3)c3ccccc3[C@@]23C[C@@H](C(=O)OC)N(C(=O)NC(C)(C)C)C3=N1
→ 4%, -2%, -5%
44. COCCN1C(=O)C(C(=O)OC)CC2=C1CC(C)(C)CC2=O (stereo unspecified)
→ 5%, -2%, 2%
45. Cc1ccc(CN2C(=O)C(=O)c3cc(C)ccc32)cc1
→ -30%, 4%, ?
46. COC(=O)c1c(C)cc(O)c(C)c1O
→ 4%, -1%, 1%
47. CCCCN1CC(COCc2ccccc2)Oc2cccc(Oc3cc(C)c(C)c(C)c3)c2S1(=O)=O (stereo unspecified)
→ 4%, -4%, 2%
48. C=CC[C@]12CC=CC(=O)[C@@]1(O)O[C@H](c1ccc(OC)c(OC)c1)[C@H]2C
→ 3%, -9%, -21%
49. COC(=O)[C@H](C(C)C)N(Cc1ccccc1)S(=O)(=O)CCNC1CCCC1
→ -2%, -1%, 3%
50. COc1ccccc1-c1cccc([C@@H]2C[C@H]3[C@H](CON3C)CN2Cc2cc(Cl)cc(Cl)c2)c1
→ -4%, -4%, -1%
51. CCN(CC)C(=O)[C@H]1C[C@H](CC(=O)NCc2ccc(OC)c(OC)c2)C(=O)N2CCc3c([nH]c4ccc(Cl)cc34)[C@]12C
→ 7%, -3%, 1%
52. Cc1nn(-c2ncccn2)c2c1C(=O)CC(C)(C)C2Br (stereo unspecified)
→ 4%, -5%, -1%
53. C[C@H](CO)N1C[C@H](C)[C@@H](CN(C)Cc2ccccc2)Oc2c(NS(=O)(=O)c3ccc(F)cc3)cccc2C1=O
→ -1%, -1%, 1%
54. COC(=O)C[C@H](NC(=O)Cn1cnc2c(SC)nc(N)nc21)C(=O)OC
→ 0%, -1%, 0%
55. COc1ccccc1/C=N/Nc1nc(C)c(C(C)=O)s1
→ -5%, 4%, 2%
56. CC[C@]12C(=O)N(C)C[C@H]([C@@H]3C(=O)N(Cc4ccccc4)C(=O)[C@@H]31)N2C(=O)c1ccc(Br)cc1
→ 4%, -5%, -4%
57. Cc1sc2ccccc2c1CNC[C@H]1O[C@@H](n2cnc(C(N)=O)n2)[C@H](O)[C@@H]1O
→ 10%, -4%, -1%
58. CCN(C[C@H]1N[C@@](CC)(C(=O)OC)[C@H]2C(=O)N(C)C(=O)[C@@H]12)C(=O)COC
→ 5%, -3%, 2%
59. CN(C)C(=O)CCc1ccc2c3c([nH]c2c1)[C@]1(CCc2ccccc2)[C@@H](C(=O)N2CCCCC2)C[C@H](CC(=O)NCc2cccc(C(F)(F)F)c2)C(=O)N1CC3
→ 7%, -1%, -12%
60. CCC(C)Sc1cccc(-c2nc3ccccn3c2NCc2ccccc2)c1 (stereo unspecified)
→ 6%, -2%, ?
61. CC(C)(C)OC(=O)C[C@H]1C/C=C\C[C@@H](CC(=O)N[C@H](CO)Cc2ccccc2)C(=O)NCCOC1=O
→ 0%, -3%, 4%

# Among those listed so far, these have an aryl methoxy group.
# Every second line gives: Vif-APOBEC3F blk, GRP78 ERSR act, Vif-A3G inh
1. COc1ccc(OC)c(C(=O)N(C[C@H]2CC[C@@H]([C@@H]3CC[C@H](CO)O3)O2)C(C(=O)NC(C)(C)C)c2ccc(-c3ccccc3)cc2)c1 (stereo partly specified)
→ 3%, -2%, -1%
3. COc1ccc(CNC(=O)C2(CC3CC(c4ccccc4)=NO3)CCNCC2)cc1 (stereo unspecified)
→ -14%, -3%, -5%
11. CC[C@]12c3[nH]c4ccc(OC)cc4c3CCN1C(=O)C(CC(=O)NCCCOC)C[C@@H]2C(=O)N1CCN(C(=O)c2ccco2)CC1 (stereo partly specified)
→ -1%, 2%, -1%
26. COc1ccc(C2=CC(=O)CCC2)cc1
→ 1%, 3%, 1%
30. COc1ccc(NC(=O)Nc2ccc3c(c2)C(=O)N([C@H](C)CO)C[C@H](C)[C@@H](CN(C)S(C)(=O)=O)O3)cc1
→ 0%, -3%, -3%
32. COc1cc(OC)cc(-c2sc3ccc(OC)cc3c2C#CCO)c1
→ 2%, 1%, -21%
39. COc1ccc(C2=Nn3c(nnc3-c3ccccc3OC)SC2)cc1OCC1CC1
→ -3%, -7%, 0%
48. C=CC[C@]12CC=CC(=O)[C@@]1(O)O[C@H](c1ccc(OC)c(OC)c1)[C@H]2C
→ 3%, -9%, -21%
50. COc1ccccc1-c1cccc([C@@H]2C[C@H]3[C@H](CON3C)CN2Cc2cc(Cl)cc(Cl)c2)c1
→ -4%, -4%, -1%
51. CCN(CC)C(=O)[C@H]1C[C@H](CC(=O)NCc2ccc(OC)c(OC)c2)C(=O)N2CCc3c([nH]c4ccc(Cl)cc34)[C@]12C
→ 7%, -3%, 1%
55. COc1ccccc1/C=N/Nc1nc(C)c(C(C)=O)s1
→ -5%, 4%, 2%

# Assay outcomes deposited in PubChem BioAssay by National Center for Advancing Translational Sciences (NCATS).
